# NSD2 block = inhibitors of human NSD2, primary screen, biochemical, plate reader, single point; 0.07% of 44,000 active; AID 624260, 2012; Histone-lysine N-methyltransferase NSD2 (Homo sapiens), O96028; inhibition, % at 12.5 µM; NSD2-SET H3K36me1 DELFIA fluorescence; in the data active = inhibition above about 54%, passing the limit was not always enough; inconclusive = no clear call, values can overlap the other calls;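 also: inhibitors reduce the monomethyl H3K36 fluorescence signal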
# Target sequence (O96028 whole entry, looked up): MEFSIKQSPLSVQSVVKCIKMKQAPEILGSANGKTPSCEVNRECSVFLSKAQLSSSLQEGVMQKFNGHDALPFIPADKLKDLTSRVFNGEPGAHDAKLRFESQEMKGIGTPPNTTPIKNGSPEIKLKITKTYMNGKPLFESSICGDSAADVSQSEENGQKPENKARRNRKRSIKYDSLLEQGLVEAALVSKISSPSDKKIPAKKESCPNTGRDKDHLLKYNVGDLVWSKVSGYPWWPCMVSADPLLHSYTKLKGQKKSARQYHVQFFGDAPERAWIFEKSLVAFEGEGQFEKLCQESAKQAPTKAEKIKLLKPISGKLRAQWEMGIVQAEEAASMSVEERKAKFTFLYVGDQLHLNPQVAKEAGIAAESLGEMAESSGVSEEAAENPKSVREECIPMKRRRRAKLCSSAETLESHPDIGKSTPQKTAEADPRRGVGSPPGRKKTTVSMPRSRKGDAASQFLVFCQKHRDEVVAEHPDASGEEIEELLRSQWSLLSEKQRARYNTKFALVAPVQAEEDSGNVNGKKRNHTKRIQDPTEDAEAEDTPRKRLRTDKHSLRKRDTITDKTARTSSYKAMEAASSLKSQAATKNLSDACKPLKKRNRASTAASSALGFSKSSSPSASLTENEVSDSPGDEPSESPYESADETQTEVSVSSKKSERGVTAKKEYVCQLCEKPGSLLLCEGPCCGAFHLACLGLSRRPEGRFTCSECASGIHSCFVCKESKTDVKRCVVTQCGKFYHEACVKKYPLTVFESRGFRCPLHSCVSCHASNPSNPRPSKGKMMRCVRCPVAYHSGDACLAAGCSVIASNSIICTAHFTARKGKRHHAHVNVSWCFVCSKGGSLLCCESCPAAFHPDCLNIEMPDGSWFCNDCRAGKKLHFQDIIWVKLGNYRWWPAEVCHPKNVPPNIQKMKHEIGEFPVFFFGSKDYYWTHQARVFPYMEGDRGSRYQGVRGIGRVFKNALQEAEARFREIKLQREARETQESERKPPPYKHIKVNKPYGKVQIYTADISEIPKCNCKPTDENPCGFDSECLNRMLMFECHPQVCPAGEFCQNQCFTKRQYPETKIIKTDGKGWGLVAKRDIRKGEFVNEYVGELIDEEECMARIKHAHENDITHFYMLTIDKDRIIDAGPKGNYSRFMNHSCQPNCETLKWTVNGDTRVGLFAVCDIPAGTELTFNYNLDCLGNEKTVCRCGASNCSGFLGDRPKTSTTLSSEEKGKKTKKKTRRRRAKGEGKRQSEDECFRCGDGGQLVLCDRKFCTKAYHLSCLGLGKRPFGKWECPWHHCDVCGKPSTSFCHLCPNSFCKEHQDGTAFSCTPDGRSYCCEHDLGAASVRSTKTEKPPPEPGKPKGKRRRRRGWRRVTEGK
# Active calls of the source: *; ? = inconclusive.
Compound | NSD2 block
C[C@@H]1CN([C@H](C)CO)C(=O)CCCn2nncc2CO[C@@H]1CN(C)Cc1ccccc1C(=O)O | 2
C[C@H]1CN([C@@H](C)CO)S(=O)(=O)c2ccc(C#Cc3ccccc3)cc2O[C@H]1CN(C)C | -4
CC(=O)N(C)C[C@@H]1Oc2ncc(-c3cncnc3)cc2C(=O)N([C@@H](C)CO)C[C@@H]1C | -4
C[C@@H]1CN([C@@H](C)CO)C(=O)c2c(c3ccccc3n2C)-c2ccccc2CO[C@@H]1CN(C)S(=O)(=O)c1ccccc1 | 1
CC(C)(C)/C=N/NC(=O)CCCCCCC(=O)Nc1ccccc1O | -1
COc1ccc(S(=O)(=O)N(C)C[C@@H]2OCCCC[C@H](C)Oc3ccc(NS(C)(=O)=O)cc3C(=O)N([C@@H](C)CO)C[C@H]2C)cc1 | 2
C[C@@H]1CN([C@@H](C)CO)S(=O)(=O)c2ccc(-c3cccc(C(=O)N(C)C)c3)cc2O[C@H]1CN(C)C(=O)Nc1ccc(F)cc1 | -2
Cc1noc(C)c1NC(=O)Nc1ccc2c(c1)C(=O)N([C@@H](C)CO)C[C@H](C)[C@@H](CN(C)Cc1ccc(Cl)c(Cl)c1)O2 | -3
C[C@H](CO)N1C[C@H](C)[C@H](CN(C)C(=O)CCCN(C)C)OCCCC[C@H](C)Oc2ccc(NC(=O)c3ccncc3)cc2C1=O | 28
C[C@@H]1CN([C@@H](C)CO)C(=O)c2cc(NC(=O)Nc3ccc(F)cc3)ccc2O[C@@H](C)CCCCO[C@H]1CN(C)C | ?
C[C@@H]1CCCCO[C@H](CN(C)Cc2ccncc2)[C@@H](C)CN([C@@H](C)CO)C(=O)c2cc(NC(=O)C3CCCCC3)ccc2O1 | -1
C[C@@H]1CN([C@@H](C)CO)C(=O)c2cc(NC(=O)NC3CCCCC3)ccc2O[C@@H]1CN(C)C(=O)Nc1ccc(F)cc1 | -4
C[C@H]1CN([C@@H](C)CO)C(=O)c2cc(-c3cccc(C#N)c3)cnc2O[C@H]1CN(C)Cc1ccccc1 | -3
CN(C)CCCOc1ccc(/C=N/NC(=O)CCCCC(=O)NO)cc1 | -5
COCCOC(=O)N1C(=O)[C@@]2(c3cc(C#CC4(O)CCCCCC4)ccc31)[C@H](c1ccc(OCCO)cc1)N1[C@H](c3ccccc3)[C@H](c3ccccc3)OC(=O)[C@H]1[C@@H]2C(N)=O | 2
COCC#Cc1ccc2c(c1)O[C@@H](CN(C)C(=O)CN(C)C)[C@@H](C)CN([C@@H](C)CO)S2(=O)=O | -5
C[C@@H]1CCCCO[C@H](CN(C)Cc2ccccc2)[C@H](C)CN([C@@H](C)CO)C(=O)c2cc(NC(=O)CCCN(C)C)ccc2O1 | 0
O=C(C[C@@H]1C[C@@H]2c3cc(NC(=O)C4CCC4)ccc3O[C@@H]2[C@@H](CO)O1)NCc1ccccn1 | 5
COc1ccc(S(=O)(=O)Nc2ccc3c(c2)C(=O)N([C@@H](C)CO)C[C@H](C)[C@H](CN(C)S(=O)(=O)c2ccc(C)cc2)O3)cc1 | -3
CCCC#Cc1cnc2c(c1)C(=O)N([C@H](C)CO)C[C@H](C)[C@@H](CN(C)C(=O)C1CCOCC1)O2 | -2
COc1ccccc1-c1ccc2c(c1)O[C@@H](CN(C)Cc1ccc3c(c1)OCO3)[C@@H](C)CN([C@@H](C)CO)S2(=O)=O | 11
COc1ccc(NC(=O)Nc2ccc3c(c2)C(=O)N([C@H](C)CO)C[C@@H](C)[C@@H](CN(C)C(=O)Nc2c(C)noc2C)O3)cc1 | 4
COc1cccc(-c2cnc3c(c2)C(=O)N([C@@H](C)CO)C[C@H](C)[C@@H](CN(C)CC2CCCC2)O3)c1 | -1
C[C@H]1CN([C@@H](C)CO)C(=O)Cc2cc(NC(=O)c3ccncc3)ccc2O[C@@H]1CN(C)S(=O)(=O)c1cccs1 | 3
COc1ccccc1CNC(=O)C[C@H]1C[C@H]2c3cc(NC(=O)CC4CC4)ccc3O[C@H]2[C@H](CO)O1 | 2
CC(/C=C/C(=O)NO)=C\c1ccccc1OCc1ccc(COc2ccc3ccncc3c2)cc1 | -5
C[C@@H]1CCCCO[C@@H](CN(C)C(=O)c2ccncc2)[C@H](C)CN([C@@H](C)CO)C(=O)c2cc(NS(C)(=O)=O)ccc2O1 | 1
C[C@@H]1CN([C@@H](C)CO)S(=O)(=O)c2ccc(-c3ccc(F)cc3)cc2O[C@H]1CN(C)C(=O)Nc1ccc(F)cc1 | -2
C[C@@H]1CCCCO[C@H](CN(C)C(=O)Nc2ccc(C(F)(F)F)cc2)[C@@H](C)CN([C@H](C)CO)C(=O)c2cc(NC(=O)Cc3ccccc3)ccc2O1 | -2
O=C(Nc1ccc2c(c1)[C@H]1C[C@H](CC(=O)N3CCc4ccccc4C3)O[C@H](CO)[C@H]1O2)NC1CCCC1 | 5
C=CCN1C(=O)[C@@]2(O[C@@H](CCn3cc(CCO)nn3)[C@H]([Si](C)(C)c3ccc(OC)cc3)[C@H]2C)c2cc(NC(=O)c3ccc(OC)cc3)ccc21 | 3
C[C@@H]1CCCCO[C@@H](CN(C)Cc2ccncc2)[C@H](C)CN([C@H](C)CO)C(=O)c2cc(NC(=O)CCC(F)(F)F)ccc2O1 | 4
COc1ccc(NC(=O)Nc2ccc3c(c2)C(=O)N([C@@H](C)CO)C[C@H](C)[C@@H](CN(C)C(=O)Nc2ccccc2)OCCCC[C@H](C)O3)cc1 | 3
C[C@H](CO)N1C[C@H](C)[C@H](CN(C)S(=O)(=O)c2cccs2)Oc2ccc(NC(=O)Nc3ccc(F)cc3)cc2C1=O | -1
C[C@@H]1CN([C@H](C)CO)C(=O)Cc2cc(NS(=O)(=O)c3ccccc3)ccc2O[C@H]1CN(C)S(=O)(=O)c1ccc(F)cc1 | 1
C[C@@H]1CN([C@H](C)CO)C(=O)c2cc(NC(=O)Nc3ccc4c(c3)OCO4)ccc2O[C@H]1CN(C)Cc1ccc(Cl)c(Cl)c1 | -5
COCC#Cc1cnc2c(c1)C(=O)N([C@@H](C)CO)C[C@@H](C)[C@H](CN(C)C(=O)NC1CCCC1)O2 | 22
COc1ccc(S(=O)(=O)Nc2ccc3c(c2)C(=O)N([C@H](C)CO)C[C@@H](C)[C@@H](CN(C)Cc2ccc(Cl)c(Cl)c2)OCCCC[C@H](C)O3)cc1 | -3
C[C@H]1CN([C@@H](C)CO)C(=O)c2cc(-c3ccncc3)cnc2O[C@@H]1CN(C)C(=O)C1CCC1 | -1
O=S(=O)(NCc1csc2ccc(Cl)cc12)c1cc(S(=O)(=O)c2ccccc2)cs1 | 1
COC(=O)C1=CO[C@@H](O[C@@H]2O[C@H](CO)[C@@H](O)[C@H](O)[C@H]2O)[C@@H]2[C@@H]3CN4CCc5c([nH]c6ccccc56)[C@]4(C[C@H]12)O3 | 1
C[C@@H]1CCCCO[C@@H](CN(C)C(=O)CCC(F)(F)F)[C@H](C)CN([C@@H](C)CO)C(=O)c2cc(N(C)C)ccc2O1 | 5
Cc1noc(C)c1NC(=O)Nc1cccc2c1O[C@H](CN(C)S(=O)(=O)c1cccs1)[C@H](C)CN([C@H](C)CO)C2=O | -3
CC(C)NC(=O)N(C)C[C@H]1Oc2c(NS(C)(=O)=O)cccc2C(=O)N([C@H](C)CO)C[C@@H]1C | 3
CC(C)NC(=O)Nc1ccc2c(c1)C(=O)N([C@@H](C)CO)C[C@@H](C)[C@H](CN(C)Cc1ccc(Cl)c(Cl)c1)OCCCC[C@H](C)O2 | -8
CCC(=O)N(C)C[C@H]1Oc2ncc(C3=CCCC3)cc2C(=O)N([C@H](C)CO)C[C@H]1C | 3
COc1ccc(NC(=O)N(C)C[C@@H]2OCCCC[C@@H](C)Oc3ccc(NC(=O)Nc4ccc(C(F)(F)F)cc4)cc3C(=O)N([C@H](C)CO)C[C@H]2C)cc1 | -1
COCC(=O)N[C@@H]1CC[C@H](CC(=O)NCc2ccccc2OC)O[C@H]1CO | -2
O=C(C[C@@H]1C[C@@H]2c3cc(NS(=O)(=O)c4ccc(F)cc4)ccc3O[C@@H]2[C@@H](CO)O1)NCC1CC1 | -27
C[C@@H]1CN([C@@H](C)CO)C(=O)Cc2cc(NC(=O)Nc3ccc(C(F)(F)F)cc3)ccc2O[C@@H]1CN(C)C(=O)NC1CCCCC1 | -8
O=C(C[C@H]1C[C@H]2c3cc(NC(=O)C4CCOCC4)ccc3O[C@H]2[C@H](CO)O1)NCc1ccccc1F | -5
C[C@H](CO)N1C[C@H](C)[C@@H](CN(C)S(=O)(=O)c2ccccc2)Oc2ncc(Br)cc2C1=O | -4
C[C@@H]1CN([C@H](C)CO)C(=O)c2cc(N(C)C)ccc2O[C@@H](C)CCCCO[C@H]1CN(C)Cc1ccccc1 | 0
C[C@@H]1CN([C@@H](C)CO)C(=O)c2cccc(NC(=O)CCCCCC(=O)Nc3ccccc3N)c2O[C@@H]1CN(C)C(=O)NC1CCCCC1 | 5
C/C=C/c1ccc2c(c1)O[C@H](CN(C)Cc1cccnc1)[C@@H](C)CN([C@H](C)CO)S2(=O)=O | 2
C[C@@H]1CN([C@H](C)CO)C(=O)c2cc(NS(C)(=O)=O)ccc2O[C@@H]1CN(C)S(C)(=O)=O | 9
C[C@@H]1CN([C@H](C)CO)S(=O)(=O)c2ccc(C#Cc3ccncc3)cc2O[C@H]1CN(C)C(=O)C1CCOCC1 | -2
Cc1noc(C)c1NC(=O)Nc1ccc2c(c1)C(=O)N([C@H](C)CO)C[C@H](C)[C@@H](CN(C)C(=O)C1CCCCC1)OCCCC[C@@H](C)O2 | 2
COC(=O)CCCCCCC(=O)N/N=C/c1ccc(OC)cc1OC | 0
COc1ccc(NC(=O)N(C)C[C@@H]2Oc3cc(-c4ccncc4)ccc3S(=O)(=O)N([C@H](C)CO)C[C@H]2C)cc1 | -7

# Next part:
Compound | NSD2 block
C[C@H]1CN([C@@H](C)CO)C(=O)Cc2cc(NC(=O)C3CC3)ccc2O[C@@H]1CN(C)S(=O)(=O)c1cn(C)cn1 | -2
Cc1noc(C)c1S(=O)(=O)Nc1ccc2c(c1)C(=O)N([C@H](C)CO)C[C@H](C)[C@H](CN(C)C(=O)Nc1ccc3c(c1)OCO3)O2 | 19
C[C@@H]1CN([C@@H](C)CO)C(=O)c2ccccc2-c2ccccc2CO[C@@H]1CN(C)Cc1ccc2c(c1)OCCN2C | 0
COc1ccc(S(=O)(=O)N(C)C[C@H]2Oc3ccc(NS(=O)(=O)c4ccccc4)cc3C(=O)N([C@H](C)CO)C[C@H]2C)cc1 | 5
CC(C)NC(=O)N(C)C[C@@H]1Oc2ccc(NC(=O)c3ccncc3)cc2CC(=O)N([C@@H](C)CO)C[C@H]1C | -3
C[C@@H]1CN([C@H](C)CO)C(=O)c2cc(NS(=O)(=O)c3ccc(F)cc3)ccc2O[C@@H]1CN(C)Cc1ccc(Oc2ccccc2)cc1 | -9
C[C@@H]1CN([C@@H](C)CO)C(=O)c2cc(-c3ccccc3F)cnc2O[C@H]1CN(C)Cc1cccc(F)c1 | -3
Cc1noc(C)c1S(=O)(=O)Nc1ccc2c(c1)CC(=O)N([C@@H](C)CO)C[C@H](C)[C@H](CN(C)S(=O)(=O)c1ccc(Cl)cc1)O2 | 1
C[C@@H]1CN([C@H](C)CO)C(=O)c2cccc(NC(=O)CCCCCC(=O)Nc3ccccc3N)c2O[C@H]1CN(C)S(=O)(=O)c1ccc(Cl)cc1 | 0
C[C@H]1CN([C@@H](C)CO)S(=O)(=O)c2ccc(-c3ccncc3)cc2O[C@@H]1CN(C)S(C)(=O)=O | -4
C[C@@H](NC(=O)C[C@H]1C[C@H]2c3cc(NS(=O)(=O)c4ccc(F)cc4)ccc3O[C@H]2[C@H](CO)O1)c1ccccc1 | 4
C[C@@H]1CN([C@@H](C)CO)C(=O)c2cc(NC(=O)NC3CCCCC3)ccc2O[C@@H]1CN(C)S(=O)(=O)c1ccc(Cl)cc1 | -2
C[C@H]1CN([C@@H](C)CO)C(=O)c2cc(NS(=O)(=O)c3ccccc3)ccc2O[C@@H]1CN(C)C(=O)Nc1ccc2c(c1)OCO2 | 1
CNC[C@H]1OCCCC[C@H](C)Oc2ccc(NS(C)(=O)=O)cc2C(=O)N([C@H](C)CO)C[C@@H]1C | -4
Cc1noc(C)c1NC(=O)Nc1ccc2c(c1)C(=O)N([C@@H](C)CO)C[C@@H](C)[C@H](CN(C)Cc1ccccc1)O2 | -1

# Assay outcomes deposited in PubChem BioAssay by Broad Institute.

# Only part of the results is shown; count on the stated rates, not on these rows.
